# Screening results: PubChem BioAssay, National Center for Advancing Translational Sciences (NCATS)
# TrxR1 substrate: is turned over as a substrate by rat TrxR1; purified TrxR1 substrate turnover, NADPH consumption readout; Potency, µM (titrated, usually from 114 µM), inactives show top-dose activity change, negative = substrate turnover; 390,000 tested, 0.01% active; O89049; AID 588456; also: % is scaled to controls: 0 for no effect and ±100 for the full control effect; nearly all actives have a fitted effect of over 50% in size
#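 Rat TrxR1, dispensed at 90 nM, was prereduced with 400 uM NADPH (final) for 5 min at ~22 deg C, then incubated with compound 15 min before 400 uM selenite. A first-read NADPH fluorescence drop versus no-compound background flagged substrates.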
# USP1-UAF1 inh: inhibitors of human USP1/UAF1 deubiquitinase | O94782 | recombinant USP1/UAF1, Ub-Rhodamine cleavage fluorescence | Potency, µM (highest dose often 57.1 µM), without a hit: at the top dose activity change, negative = inhibition, usual class: inhibitors | 390,000 tested, 0.23% active | AID 743255; also: % is scaled to controls: 0 for no effect and ±100 for the full control effect; nearly all actives have a fitted effect of over 60% in size; inactives centre near -12
#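 1 nM enzyme complex + cpd, 15 min RT; start with Ub-Rho 150nM final; kinetic fluorescence ex 480/em 540, 6 reads q60 s. Buffer 50mM HEPES pH 7.8, 0.5mM EDTA, 0.1 mg/ml BSA, 1mM TCEP, 0.01% Tween-20.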
# RGS4 inhibitor: blocks human RGS4-accelerated GTP hydrolysis; P49798; Transcreener GDP fluorescence polarization, RGS4-accelerated GTP hydrolysis; Potency, µM (doses to about 114 µM), without a hit: at the highest dose activity change, negative = inhibition, most hits filed as inhibitors; 390,000 tested, 0.039% active; also: % is scaled to controls: 0 for no effect and ±100 for the full control effect; nearly all actives have a fitted effect of over 75% in size; some results filed as inactive show a strong effect at the top dose
# Target sequence (P49798 whole entry, looked up): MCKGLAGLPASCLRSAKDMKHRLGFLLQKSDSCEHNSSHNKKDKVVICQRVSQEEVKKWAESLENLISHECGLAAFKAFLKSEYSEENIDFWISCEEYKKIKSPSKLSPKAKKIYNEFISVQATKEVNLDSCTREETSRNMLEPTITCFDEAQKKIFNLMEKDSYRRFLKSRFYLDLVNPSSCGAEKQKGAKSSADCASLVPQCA
#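 MLSMR compounds (23 nl, pin-transferred) preincubated 10 min at room temperature with a 500nM (2x) first reagent, then RGS4 at 900nM (2x) plus Transcreener GDP mix added; fluorescence polarization (620/688 nm) read before and after 90 min at 30 °C.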
# TrxR1 inh: blocks rat thioredoxin reductase 1 | O89049 | recombinant rTrxR1, NADPH fluorescence consumption, selenite substrate | Potency, µM (series often up to 114 µM), for the others: at the top dose activity change, negative = inhibition, hits mostly inhibitors | 390,000 tested, 1% active | AID 588453; also: % is scaled to controls: 0 for no effect and ±100 for the full control effect; nearly all actives have a fitted effect of over 65% in size
#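 Rat TrxR1 (90 nM in the dispensed reagent) was pre-reduced with 400 uM NADPH for 5 min at room temperature, then incubated with compound for 15 min. After 400 uM selenite was added, NADPH fluorescence (Ex 340/Em 450 nm) was followed for 8 min.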
# mIDH1 inhibitor: inhibitors of human mutant IDH1 R132H. IDH1-R132H enzyme, NADPH consumption, diaphorase/resazurin fluorescence. Potency, µM (doses to about 76.6 µM), without a hit: top-dose activity change, negative = inhibition, actives largely listed as inhibitors. 390,000 tested, 0.093% active. AID 602179; also: % is scaled to controls: 0 for no effect and ±100 for the full control effect; nearly all actives have a fitted effect of over 65% in size
#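 IDH1-R132H (0.5 ug/mL dispensed) in pH 7.5 Tris buffer was preincubated 30 min with compound, then given a substrate mix of 0.016 mM NADPH and 2 mM alpha-KG for 80 min at room temperature; remaining NADPH was read by diaphorase/resazurin fluorescence.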
# Vif-APOBEC3G blk: Vif-A3G binding inhibition; HeLa A3G-eYFP + Vif (tagged APOBEC3G with the HIV-1 protein that degrades it), YFP fluorescence, overnight; Potency, µM (doses to about 46.1 µM), inactives show top-dose activity, negative = active, usual class: inhibitors; 410,000 tested, 0.076% active;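 also: % is scaled to controls: 0 for no effect and ±100 for the full control effect; nearly all actives have a fitted effect of over 60% in size; hits raise eYFP signal because A3G escapes Vif-driven loss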
#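 HeLa cells stably expressing Vif and C-terminally eYFP-tagged A3G, seeded overnight at 37 deg C, then exposed to compound by pintool overnight at 37 deg C. Rise in yellow fluorescence (Ex 488/Em 500-530, Acumen) marks blocked Vif-driven A3G degradation.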
# RXFP1 agonist: agonists of human relaxin receptor RXFP1; Q9HBX9; HEK293T-RXFP1 cAMP TR-FRET, 30 min; response scale: percent of porcine relaxin response, buffer zero; Potency, µM (series often up to 57.5 µM), for inactives: at the top dose activation, hits mostly activators; 370,000 tested, 0.3% active; AID 2676; also: % is scaled to controls: 0 for no effect and ±100 for the full control effect; nearly all actives have a fitted effect of over 60% in size; many of its hits are not listed in these tables
# Target sequence (Q9HBX9 whole entry, looked up): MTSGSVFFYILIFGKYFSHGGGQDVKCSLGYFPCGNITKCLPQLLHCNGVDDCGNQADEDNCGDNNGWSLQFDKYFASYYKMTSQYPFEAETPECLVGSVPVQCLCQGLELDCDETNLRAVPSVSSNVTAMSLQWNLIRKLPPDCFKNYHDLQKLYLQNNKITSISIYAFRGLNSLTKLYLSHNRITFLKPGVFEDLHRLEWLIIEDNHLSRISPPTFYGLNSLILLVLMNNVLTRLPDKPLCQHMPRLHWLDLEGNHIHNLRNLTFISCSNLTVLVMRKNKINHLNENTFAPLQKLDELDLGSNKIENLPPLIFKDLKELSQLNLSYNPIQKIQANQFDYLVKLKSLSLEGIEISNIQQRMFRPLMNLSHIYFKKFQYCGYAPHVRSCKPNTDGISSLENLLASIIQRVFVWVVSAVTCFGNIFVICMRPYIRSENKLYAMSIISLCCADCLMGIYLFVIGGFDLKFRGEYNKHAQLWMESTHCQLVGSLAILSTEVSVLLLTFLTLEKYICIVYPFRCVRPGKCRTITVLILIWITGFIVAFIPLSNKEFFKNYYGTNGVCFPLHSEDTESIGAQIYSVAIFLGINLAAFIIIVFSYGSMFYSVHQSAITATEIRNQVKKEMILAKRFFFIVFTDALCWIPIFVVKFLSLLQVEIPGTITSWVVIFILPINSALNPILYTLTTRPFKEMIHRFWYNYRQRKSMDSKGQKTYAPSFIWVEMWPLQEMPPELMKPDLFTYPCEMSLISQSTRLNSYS
#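 HEK293T cells stably expressing RXFP1 were pretreated with the PDE4 inhibitor Ro 20174, exposed to compounds for 30 min at 37C, lysed, and cAMP was read by TR-FRET. Data normalized to buffer (basal) and 29 nM porcine relaxin (100%).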
# ALOX12 inh: ALOX12 (human) lipoxygenase inhibition; P18054; purified 12hLO, xylenol orange hydroperoxide absorbance; Potency, µM (highest dose often 108 µM), for the others: at the highest dose activity change, negative = inhibition, most hits filed as inhibitors; 580,000 tested, 1.1% active; AID 1671190; also: % is scaled to controls: 0 for no effect and ±100 for the full control effect
#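 Purified human 12hLO (150 nM final) in 25 mM Hepes, 0.01% Triton X-100, pH 7.0 was preincubated 15 min at room temperature with compound. Then 40 uM arachidonic acid was added, 30 min. Hydroperoxide was read by Fe-XO absorbance ratio 573/405 nm.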
# Vif-APOBEC3F blk: Vif-A3F binding inhibition; HeLa A3F-eYFP + Vif (tagged APOBEC3F with the HIV-1 protein that degrades it), YFP fluorescence increase; Potency, µM (doses to about 46.1 µM), for inactives: top-dose activity, negative = active; 390,000 tested, 0.2% active; AID 602313; also: % of control where 0% means no effect; nearly all actives have a fitted effect of over 65% in size
#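 HeLa cells stably expressing A3F-eYFP plus Vif, plated and incubated overnight at 37 deg C, then exposed to compounds overnight at 37 deg C. Blocked degradation read as raised yellow fluorescence (Ex 488/Em 500-530).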
# * marks the source's active call; other numbers are inactive results; i = inactive; ? = inconclusive; . = not tested or not shown; [ ] = remark or other dose. Calls follow the shape of the dose curve; as a rule, active = well fitted curve in the direction sought with a large enough effect; inconclusive = small, poorly fitted or top-dose-only effect, or another doubt; inactive = no such curve, though single readings can be large; an effect the other way counts as inactive or inconclusive. Potency is read from the fitted curve at half-maximal effect. Not all compounds are listed (hit frequency here may not be typical).
SMILES,TrxR1 substrate,USP1-UAF1 inh,RGS4 inhibitor,TrxR1 inh,mIDH1 inhibitor,Vif-APOBEC3G blk,RXFP1 agonist,ALOX12 inh,Vif-APOBEC3F blk
CN(C)c1cc(N/N=C/c2ccccc2C(F)(F)F)nc(N(C)C)n1,-7%,-16%,-10%,20%,4%,3%,-1.8%,0%,2%
COc1ccc([N+](=O)[O-])cc1NC(=O)C(C)OC(=O)CC1CCCC1 (stereo not given),-10%,-6%,6%,12%,-5%,0%,0.7%,-6%,4%
Clc1ccc2oc(-c3cccnc3NCc3ccccc3)nc2c1,104%[activator],-3%,26%,?,0%,0%,3.3%,-4%,6%
CCn1c(=O)c2cc(S(=O)(=O)NC3CCCCC3)ccc2n(CC)c1=O,-5%,3%,-20%,8%,1%,0%,3.4%,5%,1%
CCN(CC(=O)Nc1ccccc1OC)CC(=O)Nc1ccccc1C(F)(F)F,7%[57.1 µM],-17%,6%,6%[57.1 µM],6%,-24%,0.0%,21%,2%
O=C(NCc1cccs1)C(=O)NCC1OCCCN1S(=O)(=O)c1cc(F)ccc1F (stereo not given),-2%,-4%,18%,8%,8%,-1%,1.0%,i,-21%
O=C1CC(=O)N(Cc2cccs2)C(=O)N1,5%,-4%,?,-32%,0%,-10%,1.8%,-11%,1%
Cc1cccn2cc(CCNS(=O)(=O)c3ccc([N+](=O)[O-])cc3)nc12,10%[57.1 µM],-28%,22%,17%[57.1 µM],7%,5%,3.5%,17%,4%
COc1ccccc1Oc1ccc(N/C=C/C(=O)c2ccco2)cc1,-4%,?,-1%,21%[57.1 µM],4%,-2%,4.7%,-4%,-9%
CCOC(=O)c1ccc(NC(=S)N2CCN(c3ccccn3)CC2)cc1,1%,-3%,3%,12%[57.1 µM],-1%,-2%,24%,0%,5%
CC(C)OC(=O)C(CC(=O)O)NCc1ccccc1 (stereo not given),-2%,-5%,3%,2%,-1%,0%,3.4%,?,-6%
COc1ccc(/C=N/OCC(=O)Nc2nc3ccccc3s2)cc1OC,-4%,-1%,?,4%[57.1 µM],5%,1%,-2.1%,-4%,-5%
COc1ccc(CNC(=O)C(=O)NCC(c2ccc3c(c2)OCO3)N2CCOCC2)cc1 (stereo not given),2%[57.1 µM],11%,-6%,10%[57.1 µM],-4%,1%,0.7%,-13%,-9%
CC(C)(C)NC(=O)C(c1ccccc1)N(C(=O)C1CSC(=O)C1)c1ccccc1 (stereo not given),9%,-6%,-1%,19%,-6%,1%,1.5%,23%,-11%
COc1ccc(-c2cn(Cc3ccc(C(=O)NCc4ccc(C)cc4)cc3)c(C(C)N)n2)cc1 (stereo not given),0%,-14%,30%,11%,-7%,1%,-0.6%,7%,-4%
COc1ccc(S(=O)(=O)Nc2c(C)n(C)n(-c3ccccc3)c2=O)cc1,9%[57.1 µM],-5%,14%,18%[57.1 µM],0%,1%,-0.1%,10%,-2%
Cc1cc(C(=O)Nc2nnc(C3CC3)s2)c(C)s1,5%,-23%,-12%,19%,-7%,1%,-2.0%,9%,2%
Cc1ccccc1N1CCN(CCCN2C(=O)CC(=C(c3ccccc3)c3ccccc3)C2=O)CC1,-6%,-2%,-6%,6%[57.1 µM],3%,1%,1.5%,?,-12%
C=CCc1ccc(OCCN2CCc3ccccc3C2)c(OC)c1,-17%[57.1 µM],-24%,?,19%[57.1 µM],7%,-8%,-3.3%,-13%,11%
NC(=O)C1CCN(CC(=O)Nc2ccc(S(=O)(=O)N3CCOCC3)cc2)CC1,-1%[57.1 µM],-3%,-2%,3%[57.1 µM],2%,1%,1.4%,1%,1%
CCOc1ccccc1NC(=O)CN(c1ccc(OC)cc1)S(=O)(=O)c1c(C)noc1C,-4%,-6%,-1%,16%,9%,?,4.4%,0%,12%
COc1ccc(NC(=O)Nc2ccon2)c(OC)c1,-4%,-5%,-15%,6%,-6%,0%,-2.5%,10%,-2%
O=C(NC1CCCCC1)c1ccc(N2CCCC2=O)cc1,8%[57.1 µM],0%,11%[11.4 µM],7%,0%,6%,3.0%,-9%,6%
COc1ccc(Nc2nc(N3CCCCC3)c3ccccc3n2)cc1,-12%,-24%,-13%,-13%,5%,5%,2.7%,28µM*,2%
Cc1ccc(SCC(=O)Nc2ccc3oc(-c4cccc(C)c4)nc3c2)cc1,19%,-20%,23%,45%[activator],.,.,7.2%,?,.

# Some entries already given, limited to Vif-APOBEC3G blk, Vif-APOBEC3F blk and ALOX12 inh.
Structure	Vif-APOBEC3G blk	Vif-APOBEC3F blk	ALOX12 inh
COc1ccc([N+](=O)[O-])cc1NC(=O)C(C)OC(=O)CC1CCCC1 (stereo not given)	0%	4%	-6%
Clc1ccc2oc(-c3cccnc3NCc3ccccc3)nc2c1	0%	6%	-4%
CCn1c(=O)c2cc(S(=O)(=O)NC3CCCCC3)ccc2n(CC)c1=O	0%	1%	5%
CCN(CC(=O)Nc1ccccc1OC)CC(=O)Nc1ccccc1C(F)(F)F	-24%	2%	21%
O=C(NCc1cccs1)C(=O)NCC1OCCCN1S(=O)(=O)c1cc(F)ccc1F (stereo not given)	-1%	-21%	i
O=C1CC(=O)N(Cc2cccs2)C(=O)N1	-10%	1%	-11%

# The main list resumes, repeating the 2 entries before the break.
SMILES,TrxR1 substrate,USP1-UAF1 inh,RGS4 inhibitor,TrxR1 inh,mIDH1 inhibitor,Vif-APOBEC3G blk,RXFP1 agonist,ALOX12 inh,Vif-APOBEC3F blk
COc1ccc(Nc2nc(N3CCCCC3)c3ccccc3n2)cc1,-12%,-24%,-13%,-13%,5%,5%,2.7%,28µM*,2%
Cc1ccc(SCC(=O)Nc2ccc3oc(-c4cccc(C)c4)nc3c2)cc1,19%,-20%,23%,45%[activator],.,.,7.2%,?,.
Cc1ccc(C(O)(CNCc2ccccc2)c2ccccc2)cc1 (stereo not given),-6%,-16%,8%,8%,26%,0%,2.7%,-3%,-6%
COCCn1c(=O)[nH]c2cc(C(=O)Nc3ccc(OC)cc3)ccc2c1=O,-10%,-6%,30%,-7%,14%,3%,0.1%,0%,-2%
COC(=O)Nc1nc2ccc(C(=O)c3cccs3)cc2[nH]1,-2%[57.1 µM],-15%,-23%[56.9 µM],-5%[57.1 µM],-10%,-49%,.,?,-8%
Cc1cc(OCC(=O)NCC2CCC(C(=O)O)CC2)c2c(C)cc(=O)oc2c1 (stereo not given),193%[activator],-16%,11%,25%,18%,3%,4.1%,5%,-1%
COc1ccc(OCc2nnc3n2N=C(c2ccc(C)cc2)CS3)cc1,2%[57.1 µM],-21%,-3%,12%[57.1 µM],-4%,-4%,0.9%,0%,-1%
O=C(NCC(c1ccco1)N1CCCC1)c1ccc(S(=O)(=O)Nc2ccc(F)cc2)cc1 (stereo not given),1%,-16%,-15%,-15%,13%,9%,2.1%,115%[activator],-8%
COc1ccc(-n2c(SCC#N)nnc2-c2cccnc2)cc1,3%[57.1 µM],-10%,2%,32%[57.1 µM],-1%,-1%,-0.5%,0%,-1%
Cc1cc([N+](=O)[O-])nn1CC(=O)NCc1nc2ccccc2[nH]1,5%[57.1 µM],?,-20%,21%[57.1 µM],-4%,7%,0.6%,-7%,-7%
Cc1ccc2nc(NC(=O)c3ccccc3F)sc2c1,40%[activator][57.1 µM],2%,-17%,31%[57.1 µM],6%,-3%,2.0%,0%,-5%
O=C(NC1CCN(Cc2ccccc2)CC1)c1cc(Br)c(Br)[nH]1,-18%[57.1 µM],2%,-27%,8%[57.1 µM],12%,2%,-1.0%,5%,-5%
COc1ccc(CCNc2cc(C)nc3c(-c4ccccc4)c(C)nn23)cc1OC,3%,-10%,7%,-11%,12%,-5%,1.9%,7%,-1%
CCOC(=O)C1(CCOc2ccccc2)CCN(Cc2ccc(NC(C)=O)cc2)CC1,3%[57.1 µM],-3%,13%,10%[57.1 µM],6%,8%,-2.2%,-11%,-3%
Cc1ccc(C)c(N2CCN(C(=O)CCc3nc(-c4ccc(Br)cc4)no3)CC2)c1,0%,?,-1%,15%,-12%,-4%,.,?,3%
Cc1noc(C)c1NC(=O)Nc1ccc2c(c1)C(=O)N([C@H](C)CO)C[C@H](C)[C@@H](CN(C)S(=O)(=O)c1ccccc1)O2,10%,-29%,-7%,14%[57.1 µM],8%,0%,.,?,-1%
CCOC(=O)c1sc(C)c2c1NC1(CCCCC1)NC2=O,26%,-13%,0%,2%,11%,0%,1.0%,1%,-10%
O=C1CCC/C=C\C[C@@H](CC(=O)N(CCO)Cc2ccccc2)C(=O)N2CCC[C@H]2CO1,1%,-14%,10%,16%,-6%,-1%,.,-6%,1%
NS(=O)(=O)c1ccc(CCNC(=O)C(=O)NCC2OCCN2S(=O)(=O)c2ccc(Cl)cc2)cc1 (stereo not given),7%,-3%,-17%,10%[57.1 µM],0%,3%,0.8%,42%[activator],1%
